CCT modulator: High-Throughput Screening for Modulators of Cytosolic Chaperonin Activity; purified chaperonin ATPase assay, HTRF ADP detection, 30 min; activity change, % (test concentration not listed), hits read low; hit rate 0.3% among 360,000; AID 651819, 2012; in the data active means activity change below about -30%; further: on the % scale 0 is the no-effect control and ±100 the full control effect
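TRiC (40 or 20 nM final, by batch activity) in 30 mM Tris pH 7.4, 100 mM KCl, 5 mM MgCl2, 1 mM DTT was treated with compound at 76 uM single dose, then 10 uM ATP, 30 min at 37 °C. ADP was read by HTRF Transcreener.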
Akt phos inh: HTS Assay for Inhibitors of Akt Phophorylation: Primary Screen. Neuro2A IGF-stimulated pAkt S473 HTRF, 20 min; active compounds read low. activity change, % for hits at 50 µM. hit rate 0.32% among 360,000. AID 651550, 2012; in the data active means activity change below about -80%; inconclusive means mostly about -51% to -80%; further: on the % scale 0 is the no-effect control and ±100 the full control effect
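Single-point screen (50 µM final compound) in Neuro2A cells stimulated 20 min with 6 nM IGF at 37 deg C. After lysis, Ser473-phosphorylated Akt read by HTRF (ex 330 nm, em 615/665 nm) as the 665/615 ratio.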
A549 tox: Nrf2 qHTS screen for inhibitors: counterscreen for cytotoxicity; A549 ARE-Fluc cells, CellTiter-Fluor viability, 18-24 h; Potency, µM (doses to about 46 µM), for inactives: at the highest dose activity change, negative = cytotoxicity, most hits filed as inhibitors; hit rate 0.16% among 390,000; further: potency means the concentration at half of the fitted maximal effect; on the % scale 0 is the no-effect control and ±100 the full control effect
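A549 ARE-Fluc cells in 5% FBS OPTI-MEM, 5000 cells/well, rested 2 h then exposed to compounds in concentration-response for 18-24 h at 37 °C. Viability by CellTiter-Fluor fluorescence (Ex 405/Em 525) after 30 min; luciferase luminescence (BugLite, 15 min, RT) read afterwards.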
MmCpn inh: Inhibitors of TCP-1 ring complex (TRiC) of Methanococcus maripaludis (MmCpn): qHTS | Chaperonin Mm-Cpn (Methanococcus maripaludis) | purified Mm-Cpn ATPase, ADP Transcreener TR-FRET | Potency, µM (top dose mostly 76.9 µM), for the others: at the highest dose activity, negative = inhibition, usual class: inhibitors | hit rate 0.031% among 330,000 | AID 504842, 2011; further: potency means the concentration at half of the fitted maximal effect; on the % scale 0 is the no-effect control and ±100 the full control effect; nearly all actives have a fitted effect of over 80% in size
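ATP (10 uM final) was added to archaeal chaperonin (25 nM final) after 10 min exposure to test compound at 37°C; after 30 min further incubation, ADP was detected by competitive TR-FRET.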
Nrf2 activator: qHTS of Nrf2 Activators | AREc32 ARE-luciferase reporter (MCF7-derived line), luminescence, 24 h | hit rate 0.31% among 410,000 | Potency, µM (highest dose often 46.1 µM), inactives show at the top dose activation, hits mostly activators | AID 624171, 2012; further: potency means the concentration at half of the fitted maximal effect; % of control where 0% means no effect; nearly all actives have a fitted effect of over 65% in size
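Quantitative high-throughput format: AREc32 reporter cells, 1000 per well, received compound by pin transfer and were incubated 24 hr at 37 deg C, 5% CO2, before Steady-Glo luminescence detection.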
HepG2 tox: qHTS for Inhibitors of TGF-b: Cytotox Counterscreen; HepG2 CAGA-GFP viability, ATP luminescence, 18 h; Potency, µM (titrated, usually from 46.1 µM), inactives show top-dose activity change, negative = cytotoxicity, most hits filed as cytotoxic; hit rate 0.76% among 410,000; further: potency means the concentration at half of the fitted maximal effect; some results filed as inactive show a strong effect at the top dose
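CellTiter-Glo luminescence gave cytotoxicity after 18 hours at 37 degrees C. The cells were HepG2 CAGA-GFP in 1% FBS DMEM, stimulated with 500 pg/mL TGF-beta after compound addition. %Activity was normalised to no-cell wells (complete cell-killing) and DMSO (no toxicity), and curves were fitted and classified.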
Nrf2 block: Nrf2 qHTS screen for inhibitors; A549 ARE-Fluc reporter, luciferase luminescence, 18-24 h; Potency, µM (series often up to 46 µM), for the others: at the highest dose activity change, negative = inhibition, actives largely listed as inhibitors; hit rate 2.1% among 360,000; AID 504444, 2011; further: potency means the concentration at half of the fitted maximal effect; on the % scale 0 is the no-effect control and ±100 the full control effect; nearly all actives have a fitted effect of over 60% in size
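Quantitative HTS in A549 cells stably bearing an antioxidant response element-firefly luciferase construct. Inhibition of Nrf2-driven transcription was scored by luminescence after 18-24 h of compound exposure at 37 °C.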
S2 tox: Viability Counterscreen for Primary qHTS for Inhibitors of ATXN expression; hit rate 0.49% among 400,000; Potency, µM (highest dose often 56.7 µM), hits mostly cytotoxic; AID 651635, 2014; S2 cells (HEK-293 line with an ATXN2-luciferase reporter) viability, CellTiter-Fluor protease fluorescence, 24 h; further: potency means the concentration at half of the fitted maximal effect; nearly all actives have a fitted effect of over 40% in size
TGFb inhibitor: qHTS for Inhibitors of TGF-b; Potency, µM (highest dose often 46.1 µM), without a hit: at the highest dose activity, negative = inhibition, usual class: inhibitors; AID 588855, 2011; HepG2 CAGA-GFP TGF-b/SMAD3 reporter, GFP fluorescence, 18 h; TGF-beta stimulated, 500 pg/mL final; hit rate 1.2% among 410,000; further: potency means the concentration at half of the fitted maximal effect; on the % scale 0 is the no-effect control and ±100 the full control effect; nearly all actives have a fitted effect of over 65% in size
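First, reporter cells (HEPG2 CAGA-GFP) rested 2 h at 37 degrees C. Next, compounds were pinned in and TGF-beta added to 500 pg/mL final. After 18 h, GFP was imaged per cell and summed per well.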
An asterisk follows results filed as active; i = inactive; ? = inconclusive; · = not tested or not shown; & = joins results of further samples. Unless noted, the call rests on the fitted dose curve; in most records, active means well fitted curve in the direction sought with a large enough effect; inconclusive means small, poorly fitted or top-dose-only effect, or another doubt; inactive means no such curve, though single readings can be large; an effect the other way counts as inactive or inconclusive.

SMILES | CCT modulator | Akt phos inh | A549 tox | MmCpn inh | Nrf2 activator | HepG2 tox | Nrf2 block | S2 tox | TGFb inhibitor
COC(=O)c1ccc(C23CC4(C2)[C@H](CN(CC2CCCCC2)[C@@H]4c2ccccc2)C3c2ccccc2)cc1 (stereo partly drawn) | 0.0 | i | 4% | 1% | 5.2% | -3% | -9% | i | 19%
CCN(C(=O)C1CCN(c2nc(-c3ccc(OC)cc3)no2)CC1)c1ccccc1 | -1.2 | i | -14% | 2% | 1.2% | -29% | ? | ? | ?
CN1CCc2c(sc3c2c(=O)n(-c2ccccc2)c2nncn32)C1 | -9.6 | i | 4% | -3% | 0.5% | -22% | -2% | i | 23%
CCOc1ccc(CCNC(=O)CN2C(=O)CCSc3ccccc32)cc1OCC | 6.5 | i | -1% | 2% | 0.4% | -2% | -2% | i | -1%
COc1nc(Nc2cccc(C)c2)nc(N2CCCCC2)n1 | -0.3 | i | -4% | 0% | 3.7% | -31% | 18% | i | ?
OC[C@@H]1CN(Cc2ccc(F)cc2)C[C@H](n2cnc3c(NC4CCCC4)ncnc32)O1 | -0.9 | i | · | · | 0.1% | -25% | · | i | -21%
CNC(=O)c1cc(Nc2nnc(C)c3ccccc23)ccc1OC | 0.3 | i | -5% | 1% | 2.5% | -1% | 4% | i | 3%
CC(Oc1ccccc1)C(=O)N=C1SC2CS(=O)(=O)CC2N1CCc1ccccc1 (stereo not drawn) | 0.6 | i | -14% | 1% | -0.4% | 0% | -34% | i | 5%
Cc1cc(C)nc(NC2=NCC(=O)N2c2cc(Cl)cc(Cl)c2)n1 | -1.0 | i | 1% | 1% | -0.2% | -27% | -10% | i | 6%
CC(=O)NCCc1nc2ccccc2n1CCOc1ccc(C)cc1 | -1.5 | i | 5% | 1% | 0.3% | -1% | -15% | i | -3%
COCCCNC(=S)N/N=C/c1ccc2ccccc2c1 | -0.9 | i | 28% | 1% | 2.8% | -17% | 4% | i | -16%
CC(=O)Nc1ccc(NC(=O)C2CCN(C(=O)NC3CCCCC3)CC2)cc1 | -1.6 | i | -6% | 3% | -0.3% | 1% | -8% | i | -40%
CCN(CC)CCCN(C(=O)c1ccc(Br)cc1)c1nc(-c2ccc(OC)cc2)cs1 | 2.3 | i | ? | -1% | 2.1% | -62% | 3% | i | ?
COc1ccccc1C(=O)NN(C)C1=NS(=O)(=O)c2ccccc21 | -1.7 | i | 3% | 1% | 0.2% | -3% | 7% | i | 4%
COc1ccc(-n2cc(C(=O)c3ccccc3O)cn2)cc1 | 0.9 | i | 1% | 0% | 19% | -75% | ? | · | ?
CC(Sc1nnc(-c2ccccc2F)n1C1CC1)C(=O)N1CCCC1 (stereo not drawn) | -3.9 | i | 1% | 1% | -0.5% | 5% | 7% | i | -2%
COc1ccc(Cc2nc3ccc(C(=O)NCc4cc(C)no4)cc3o2)cc1 | 0.0 | i | 1% | -2% | 2.7% | -2% | ? | i | -9%
Cn1cnc([N+](=O)[O-])c1SCC(O)CN1CCCCC1 (stereo not drawn) | 1.2 | i | -19% | 1% | 0.6% | -9% | -7% | i | 2%
CC(Oc1ccccc1F)C(=O)NCCN1CCCCC1 (stereo not drawn) | -3.6 | i | -2% | 0% | 0.5% | -1% | 44% | i | 7%
Cc1cccc([C@@H]2[C@@H]3C(=O)N(Cc4ccccc4)C(=O)[C@@H]3[C@]3(C)C(=O)N(c4ccc(Br)cc4)C(=O)N23)c1 | -1.1 | i | -13% | 0% | 8.2% | -6% | -17% | i | -7%
N=c1c2c3c(sc2ncn1CCCN1CCOCC1)CCCCC3 | -4.0 | i | -5% | 1% | -0.1% | -14% | 5% | i | -2%
Cc1ccc(S(=O)(=O)CCC(=O)N(C)c2c(N)n(Cc3ccccc3)c(=O)[nH]c2=O)cc1 | -0.7 | i | 2% | 0% | -0.1% | -1% | 6% | i | -6%
CCOC(=O)C1Cn2c(nc3c(c2=O)C(C)(C)Cc2ccccc2-3)S1 (stereo not drawn) | -1.3 | i | -9% | -3% | -0.6% | -1% | -11% | i | -13%
O=C(Nc1ccc(N2CCN(C(=O)c3ccco3)CC2)cc1)C(c1ccccc1)c1ccccc1 | 0.9 | i | ? | -3% | 4.7% | 19% | 13% | i | -4%
CC(C)N1CCN(Cc2nc(-c3ccccc3)cs2)CC1CCO (stereo not drawn) | -2.7 | i | -1% | -2% | 3.3% | -8% | 22% | i | -12%

Part of the list above, limited to MmCpn inh and S2 tox:
smiles	MmCpn inh	S2 tox
CC(Oc1ccccc1)C(=O)N=C1SC2CS(=O)(=O)CC2N1CCc1ccccc1 (stereo not drawn)	1%	i
Cc1cc(C)nc(NC2=NCC(=O)N2c2cc(Cl)cc(Cl)c2)n1	1%	i
CC(=O)NCCc1nc2ccccc2n1CCOc1ccc(C)cc1	1%	i
COCCCNC(=S)N/N=C/c1ccc2ccccc2c1	1%	i

Random excerpt: 2 entries already listed, in no set order.
SMILES | CCT modulator | Akt phos inh | A549 tox | MmCpn inh | Nrf2 activator | HepG2 tox | Nrf2 block | S2 tox | TGFb inhibitor
CNC(=O)c1cc(Nc2nnc(C)c3ccccc23)ccc1OC | 0.3 | i | -5% | 1% | 2.5% | -1% | 4% | i | 3%
CC(=O)NCCc1nc2ccccc2n1CCOc1ccc(C)cc1 | -1.5 | i | 5% | 1% | 0.3% | -1% | -15% | i | -3%

(listing goes on)
SMILES | CCT modulator | Akt phos inh | A549 tox | MmCpn inh | Nrf2 activator | HepG2 tox | Nrf2 block | S2 tox | TGFb inhibitor
Cc1cccc(C)c1OCCCn1c(CCNC(=O)C2CCCCC2)nc2ccccc21 | · | · | ? | · | -3.9% | -94%&-76% | ? | · | 11µM*
CCn1c(SCC(=O)N(C)C)nc2cc(S(=O)(=O)N3CCCCC3)ccc21 | -4.9 | i | 8% | 2% | -0.1% | -35% | -10% | i | -8%
Cc1ccc(S(=O)(=O)N2CCC(C(=O)NCCCN3CCCC3=O)CC2)cc1C | 0.1 | i | 0% | 1% | -0.7% | -5% | -13% | ? | 0%
Nc1ccccc1OCCOCCOc1ccccc1N | 5.6 | i | 2% | 0% | 8.8% | -9% | ? | i | -24%
CCOc1cc(NC(=O)c2ccco2)c(OCC)cc1NC(=O)c1cc(OC)c(OC)c(OC)c1 | 1.7 | i | -4% | 0% | 0.7% | -15% | 18µM* | i | 11%
NS(=O)(=O)c1cccc(NS(=O)(=O)c2ccc(/C=C/C(=O)O)cc2)c1 | 0.0 | i | 6% | -1% | -0.4% | 13µM* | 10% | i | -1%
Cc1ccc(C)c(N2C(=O)N(Cc3cccc(C(F)(F)F)c3)c3ccccc3S2(=O)=O)c1 | · | · | -1% | · | -1.2% | -30% | · | i | -13%
CCOC(=O)C1(Cc2ccc(Cl)cc2)CCN(C(=O)CCc2ccncc2)CC1 | 2.5 | i | 0% | 0% | 3.1% | -5% | ? | i | -15%
COc1ccc(C(O)P(=O)(OC(C)C)OC(C)C)cc1OC (stereo not drawn) | -2.6 | i | -2% | 2% | 0.2% | -8% | -14% | i | -17%
CC(/C=N\Nc1nnc2c(n1)[nH]c1c(C)cccc12)=C\c1ccco1 | 0.4 | i | -1% | 0% | ? | -20% | -14% | ? | -24%
O=S(=O)(Nc1ccc(-n2cccc2)cc1)c1ccc(Cl)c(Cl)c1 | -1.9 | i | 2% | -1% | -0.7% | -102% | 7% | i | 11µM*
Cc1cccc(-c2nc(SCc3cc(=O)c4cccc(F)c4[nH]3)n[nH]2)c1 | · | · | 2% | · | -0.7% | -4% | · | ? | ?
Nc1ncnc2c1ncn2[C@@H]1O[C@H](CNC(=O)[C@@H](N)CO)[C@@H](O)[C@H]1O | -1.3 | i | 1% | -1% | 0.0% | 7% | 0% | i | 4%
COc1cccc(CSc2nc3n(n2)C(c2cccs2)C(C(=O)Nc2ccccc2C)=C(C)N3)c1 (stereo not drawn) | · | · | 2% | · | -0.5% | -7% | · | i | -15%
COc1ccc(NC(=O)CN2C(=O)CSc3ncccc32)cc1 | 1.0 | i | -11% | 1% | 2.9% | -2% | 0% | i | 3%
COc1ccc(-c2cc(C(F)(F)F)nc(SCC(=O)Nc3ccc(O)cc3)n2)cc1OC | · | · | -14% | · | 0.2% | 0% | -3% | ? | -5%
O=C(O)C1CCCN1C(=O)C12CC3CC(CC(C3)C1)C2 (stereo not drawn) | -0.8 | i | -1% | 1% | -1.2% | 10% | 6% | i | 17%
COc1ccccc1Nc1nn2c(=O)c3ccc(C(=O)Nc4ccc(F)cc4)cc3nc2s1 | · | · | -1% | · | -0.1% | -5% | 19% | i | 1%
CN(C(=O)CSc1nnc(-c2ccc(OC(F)F)cc2)n1N)C1CCS(=O)(=O)C1 (stereo not drawn) | -23 | i | 2% | 0% | 0.0% | -9% | 2% | i | -1%
COc1cccc(NC(=O)Nc2cccc(C)n2)c1 | -1.8 | i | -1% | 0% | 18% | -10% | 17% | i | 0%
Cc1ccc(S(=O)(=O)N(C)Cc2ccc(C(=O)NN=C(CC(C)C)CC(C)C)cc2)cc1 | 1.2 | i | -4% | -1% | 0.5% | -14% | -22% | ? | -12%
C/C(CC(=O)Nc1cc(C)ccn1)=N\NC(=O)C(=O)Nc1cccc(C)c1 | 2.1 | i | -2% | 1% | 6.8% | -10% | ? | ? | -16%
NS(=O)(=O)c1ccc(CCNC(=O)C(=O)Nc2cc3c4c(c2)CC(=O)N4CCC3)cc1 | 2.6 | i | 9% | 0% | 0.5% | -19% | 15% | i | 5%
O=C(NCc1cccc(C(F)(F)F)c1)C1CC(c2ccccc2F)=NO1 (stereo not drawn) | -3.2 | i | -5% | · | -0.2% | -3% | -19% | i | ?

Screening results as filed in PubChem.
